LMPTP block – LMPTP (human) inhibition; P24666; 360,000 tested, 0.22% active; inhibition, % at 20 µM; recombinant LMPTP-A, OMFP fluorogenic substrate, fluorescence intensity; AID 651560;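 active = compounds that cut the enzyme signal by at least half of the control window in the single-dose screen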;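 also: plate controls were DMSO wells with enzyme plus substrate for no effect and substrate without enzyme for full effect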
Target sequence (P24666 whole entry, looked up): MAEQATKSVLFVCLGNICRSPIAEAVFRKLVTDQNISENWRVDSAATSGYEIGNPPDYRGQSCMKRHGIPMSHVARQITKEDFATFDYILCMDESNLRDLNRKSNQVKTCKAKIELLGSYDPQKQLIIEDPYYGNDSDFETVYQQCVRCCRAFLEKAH
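Assay system: LMPTP-A, protein tyrosine phosphatase of low molecular weight / Medium: pH 6.0 Bis-Tris buffer with DTT and Triton X-100 / Schedule: 50 min enzyme reaction at room temperature, protected from light / Measured by: endpoint fluorescence intensity from OMFP dephosphorylation / Read-out basis: % inhibition relative to no-enzyme and uninhibited control wells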
Rpn11 inh – inhibitors of human proteasome Rpn11; O00487; human 26S proteasome, Ub4-pepOG fluorescence polarization; 20S core pre-blocked with epoxomicin; calls only at 20 µM; 360,000 tested, 0.59% active; AID 588493;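 active = inhibition at 20 µM, scaled to each plate's controls, above about 33%, limit read from the data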
PABP1 MLLE inh – inhibitors of microRNA-mediated deadenylation, human PABP1 MLLE binding; P11940; GST-MLLE / FITC-PAM2 fluorescence polarization; inhibition, % at 20 µM; 360,000 tested, 0.36% active; AID 588489; in the data active = inhibition above about 35%, passing the limit was not always enough;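 also: plate controls were DMSO wells with GST-MLLE for no effect and wells lacking GST-MLLE protein for full effect; some results filed as inactive read as strong as hits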
Target sequence (P11940 whole entry, looked up): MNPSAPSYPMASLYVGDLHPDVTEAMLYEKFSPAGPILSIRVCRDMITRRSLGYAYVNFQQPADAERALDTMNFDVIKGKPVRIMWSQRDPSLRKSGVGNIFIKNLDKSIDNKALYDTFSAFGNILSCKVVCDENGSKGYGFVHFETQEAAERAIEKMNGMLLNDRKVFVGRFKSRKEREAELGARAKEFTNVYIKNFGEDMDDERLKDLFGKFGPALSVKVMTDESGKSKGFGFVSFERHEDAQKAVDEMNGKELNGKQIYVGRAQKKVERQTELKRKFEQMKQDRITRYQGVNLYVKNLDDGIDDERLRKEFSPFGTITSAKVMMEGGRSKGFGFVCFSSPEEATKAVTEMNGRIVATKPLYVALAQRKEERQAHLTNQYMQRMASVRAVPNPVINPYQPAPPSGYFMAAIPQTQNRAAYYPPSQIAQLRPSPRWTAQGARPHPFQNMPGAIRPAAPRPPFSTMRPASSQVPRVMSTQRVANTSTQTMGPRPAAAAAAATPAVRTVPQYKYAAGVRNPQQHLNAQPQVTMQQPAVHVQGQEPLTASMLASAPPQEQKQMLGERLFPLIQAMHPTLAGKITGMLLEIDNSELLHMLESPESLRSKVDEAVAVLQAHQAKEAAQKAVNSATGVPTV
Tb MetRS inh – blocks T. brucei methionyl-tRNA synthetase activity; AID 624268; purified T. brucei MetRS, ATP depletion, Kinase-Glo luminescence; 360,000 tested, 0.4% active; inhibition, % at 11.9 µM;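 active = inhibition above a per-plate cutoff of the control wells' mean inhibition plus 3 SD, cut at about 5.5% in these data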;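 also: 0% = DMSO wells median and 100% = median of wells with control inhibitor compound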
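Material – parasite MetRS enzyme · Medium – HEPES-MgCl2-KCl buffer plus DTT, spermine, BSA, pyrophosphatase · Reagent – ATP, methionine and E. coli bulk tRNA substrates · Times – 15 min enzyme-compound preincubation, 2 h reaction, 10 min detection, 25 °C · Measured by – luminescence of leftover ATP · Evaluation – percent inhibition relative to median high and low control wells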
Scp-1 inhibitor – inhibitors of human Scp-1 phosphatase; 340,000 tested, 0.88% active; Recombinant Scp1, phosphopeptide, malachite green phosphate absorbance; inhibition, % at 20 µM; Q9GZU7;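 active = inhibition above about 50% at 20 µM, limit read from the data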;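 also: plate controls were DMSO wells with enzyme for no effect and wells lacking enzyme for full effect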
Target sequence (Q9GZU7 76-261 limits assumed): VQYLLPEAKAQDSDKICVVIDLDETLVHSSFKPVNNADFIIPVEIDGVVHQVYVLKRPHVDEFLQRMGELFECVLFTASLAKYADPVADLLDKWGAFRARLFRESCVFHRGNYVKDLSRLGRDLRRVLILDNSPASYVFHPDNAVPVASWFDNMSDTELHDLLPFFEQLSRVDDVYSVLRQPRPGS
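Times: enzyme reaction 45 min at room temperature, colour 5 min, stabilisation 30 min. Material: SCP-1 catalytic fragment, aa 76-261. Medium: Acidic Tris acetate buffer with magnesium and detergent. Signal: colorimetric free-phosphate detection, absorbance 630 nm. Read-out basis: % inhibition of SCP-1 phosphate liberation. Reagent: Phosphorylated 17-residue peptide substrate.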
SUMO1-SIM PPI – SUMO1-SIM interaction modulation. SUMO1 binding to a labelled peptide, TR-FRET, 1 h. 360,000 tested, 0.33% active. inhibition, % at 20 µM; in the data active = inhibition above about 37%
Target sequence (P63165 whole entry, looked up): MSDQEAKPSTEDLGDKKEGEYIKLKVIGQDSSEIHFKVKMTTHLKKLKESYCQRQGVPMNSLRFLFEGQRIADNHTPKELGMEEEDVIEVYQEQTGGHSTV
NadD block – blocks S. aureus nicotinate mononucleotide adenylyltransferase | inhibition, % at 20 µM | purified NadD enzyme, colorimetric absorbance read-out | 360,000 tested, 0.78% active | AID 602399; in the data active = inhibition above about 26%; also: some compounds past the cut are filed as inactive
STEP inh – blocks human striatal-enriched tyrosine phosphatase. recombinant STEP, OMFP fluorogenic substrate, fluorescence. inhibition, % at 20 µM. 360,000 tested, 0.25% active;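 active = inhibition at 20 µM, scaled per plate between control wells, above about 37%, limit read from the data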;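 also: 0% = DMSO with enzyme and substrate and 100% = substrate only without enzyme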
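System: STEP phosphatase, cell-free reaction; Buffer or medium: Bis-Tris pH 6.0 buffer with DTT, detergent; Incubation: 20 min at room temperature, dark; Measured by: fluorescence, 480/540 nm.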
DNMT1 inh – blocks human DNA methyltransferase DNMT1. P26358. DNMT1 molecular beacon, Hinp1I cleavage, fluorescence. inhibition (reported as % activation of signal), % at 10 µM. 360,000 tested, 0.83% active. AID 588458; in the data active = inhibition above about 50%
CSN deneddyl inh – inhibitors of human CSN-mediated cullin deneddylation. inhibition, % at 12.5 µM. Q92905. 360,000 tested, 0.38% active. Purified CSN, SCF-Nedd8-OG deneddylation, fluorescence polarization;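 active = pattern-corrected inhibition above about 35%, with an unprinted fluorescence ratio check between 0.5 and 1.5, limit read from the data, passing the limit was not always enough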;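 also: 0% = enzyme with substrate and 100% = substrate without enzyme; some results filed as inactive read as strong as hits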
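assay system = purified human Csn5 enzyme expressed in HEK293T cells | amount = 0.24 nM enzyme | buffer or medium = Tris/NaCl/DTT buffer, pH 7.5 | reagent = 10 nM SCFSkp2-Nedd8OG | compound = one concentration, 12.5 µM, 0.25% DMSO | times = 90 min reaction at room temperature | signal = FP | read-out basis = % inhibition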
Numbers without * were called inactive; i = inactive; / = no result given; + = active, no number. Compounds as they come; any-hit rate near 3.6%.

1	CN1/C(=C\C(=O)c2ccccc2Cl)c2ccccc2CC1(C)C
2	COc1cc(-c2cc(C(=O)NCc3ccc(S(N)(=O)=O)cc3)c3ccccc3n2)cc(OC)c1OC
3	Cc1oc(C2CC2)cc1C(=O)O
4	Cc1cc(NC(=O)CSc2nnnn2-c2ccccc2C)no1
5	COc1ccc(-n2nc(C(=O)NCC(=O)NCc3ccccc3OC)c3ccccc3c2=O)c(OC)c1
6	Cc1ccc(C)c(S(=O)(=O)/N=C(/Nc2ccccc2)c2ccccc2)c1
7	Cc1ccc(C)c(C(=O)NC(C)c2ccc(-n3ccnc3)cc2)c1 (stereo not given)
8	COC(=O)c1ccc(/C=C/c2nc3ccccc3c(=O)[nH]2)cc1

assay / entry	1	2	3	4	5	6	7	8
Rpn11 inh	i	i	i	i	i	i	i	i
Scp-1 inhibitor	-7.3	1.8	-2.5	-2.4	-7.4	-6.7	-1.8	-3.0
DNMT1 inh	9.0	-4.3	-1.3	1.5	-0.3	0.1	-1.2	32.9
STEP inh	-1.2	-0.5	1.4	-0.1	2.3	-0.4	-2.6	0.8
CSN deneddyl inh	-8.8	-1.1	5.1	-0.2	-2.4	-3.3	3.4	-1.1
LMPTP block	-2.5	0.9	-0.8	0.2	0.1	1.8	-0.1	-1.7
Tb MetRS inh	-1.1	0.2	-0.7	-0.5	-0.6	-0.2	0.3	-0.3
PABP1 MLLE inh	-1.4	-1.8	15.8	14.3	-3.2	-0.8	1.8	-7.0
SUMO1-SIM PPI	2.2	-26.0	2.0	-4.4	-2.9	-0.1	5.4	-1.9
NadD block	-5.5	7.1	1.4	-3.1	0.8	-4.1	-3.0	-2.0

9	COCCN(C(=O)C(C)C)c1nnc(-c2ccc(C(C)(C)C)cc2)s1
10	Cc1ccc(-c2nc(CS(=O)(=O)CC(=O)NC3CC3)c(C)o2)cc1
11	CC(=O)N1CCN(C(=O)c2ccc(S(=O)(=O)Nc3ccccc3C)cc2)CC1
12	COc1ccc(CC(=O)Nc2cc(Cl)ccc2O)cc1
13	CC(C)(C)N(Cc1ccccc1)C(=O)COC(=O)CNC(=O)c1ccco1
14	CC(NC(=O)c1ccccc1SCC(=O)N1CCCC1)c1ccc(F)cc1 (stereo not given)
15	Nc1nc(Cl)cc(Sc2ccc3ccccc3c2)n1
16	O=C1CC(c2ccccc2)CN1Cc1ccccc1 (stereo not given)

assay / entry	9	10	11	12	13	14	15	16
Rpn11 inh	i	i	i	i	i	i	i	i
Scp-1 inhibitor	-2.9	-9.1	-4.8	-8.0	-5.8	-7.8	-10.4	-6.5
DNMT1 inh	3.1	0.9	2.4	-4.5	-3.9	1.5	46.6	-1.6
STEP inh	3.3	-1.7	-0.9	-1.3	-2.5	-2.8	-4.1	3.9
CSN deneddyl inh	5.1	-6.4	-0.1	5.6	-1.8	-3.7	-5.2	4.8
LMPTP block	2.7	-1.4	-1.5	0.4	0.0	-2.4	1.8	-0.7
Tb MetRS inh	-0.4	-0.3	-0.3	0.7	-0.3	-0.1	-1.5	0.1
PABP1 MLLE inh	6.2	-0.3	-5.2	9.4	-5.6	2.9	-6.2	0.5
SUMO1-SIM PPI	0.8	-0.7	0.7	13.7	3.3	-5.4	2.9	-1.6
NadD block	-4.9	7.6	-5.9	1.5	-6.1	-10.0	-2.4	-4.7

Entries of single compounds from above. Values in the order: Rpn11 inh, Scp-1 inhibitor, DNMT1 inh, STEP inh, CSN deneddyl inh, LMPTP block, Tb MetRS inh, PABP1 MLLE inh, SUMO1-SIM PPI, NadD block
`CC(C)(C)N(Cc1ccccc1)C(=O)COC(=O)CNC(=O)c1ccco1` is entered as i, -5.8, -3.9, -2.5, -1.8, 0.0, -0.3, -5.6, 3.3, -6.1
`O=C1CC(c2ccccc2)CN1Cc1ccccc1` (stereo not given) is entered as i, -6.5, -1.6, 3.9, 4.8, -0.7, 0.1, 0.5, -1.6, -4.7

Other compounds follow.
17	CC(C)[C@H](NC(=O)OC(C)(C)C)C(=O)N/N=C/c1ccc2nccnc2c1
18	CCN(CC)c1ccc(/C=N/NC(=O)c2cccc(N3CCCC3=O)c2)cc1
19	CCOC(=O)N1CCN(Cc2nc3c(c(=O)[nH]c(=O)n3C)n2Cc2cc(C)ccc2C)CC1
20	O=C(Nc1nc2c(s1)CN(Cc1ccccc1)CC2)c1c(F)cccc1F
21	OC[C@@H]1CN(CCN2CCOCC2)C[C@H](n2cnc3c(NC4CCC4)ncnc32)O1
22	COc1ccccc1NC(=O)COC(=O)C1=NN(c2ccccc2)C(=O)CC1
23	Cc1cc(C)cc(NC(=S)NC(=O)CCN2C(=O)c3ccccc3C2=O)c1
24	O=C(NCc1ccccc1)C(C1CC1)n1c(=O)c(-c2cc3ccccc3[nH]2)nc2ccccc21 (stereo not given)

assay / entry	17	18	19	20	21	22	23	24
Rpn11 inh	i	i	i	+	i	i	i	/
Scp-1 inhibitor	-7.0	-5.3	-6.5	0.6	/	4.6	-9.2	/
DNMT1 inh	0.0	-4.2	1.4	-9.3	2.5	3.6	3.0	/
STEP inh	4.1	0.5	-0.2	-0.9	-0.6	-1.5	-0.5	/
CSN deneddyl inh	7.5	-3.5	-3.6	6.0	-2.0	2.6	-0.8	0.8
LMPTP block	1.7	0.8	0.3	2.6	-1.2	0.1	3.2	3.3
Tb MetRS inh	0.1	0.4	-0.3	-0.8	-0.2	-0.5	-0.8	-0.1
PABP1 MLLE inh	4.2	4.2	-2.4	-79.9	5.5	-3.3	33.2	/
SUMO1-SIM PPI	-12.9	-15.8	1.4	-6.4	1.2	3.3	-4.2	0.7
NadD block	-2.7	3.0	6.0	15.2	2.2	-0.1	-9.2	/

25	COc1cccc(CNC(=O)C2CCCN(S(=O)(=O)c3c(C)[nH]c(=O)[nH]c3=O)C2)c1 (stereo not given)
26	Cc1cccc(-n2c(N)cc(=O)nc2SCC(=O)Nc2nnc(C)s2)c1
27	CN(C)c1cc[n+](Cc2c(Cl)cccc2Cl)cc1
28	Cc1ccc(-n2c3nc(=O)[nH]c(=O)c-3cc3c(C)nn(-c4ccccc4)c32)c(C)c1
29	CCc1nc(SCC(=O)NCC2CCCO2)c2c(=O)n(C)c(=O)n(C)c2n1 (stereo not given)
30	CCOC(=O)/C(C#N)=C/c1cn(CCC(=O)O)nc1-c1cccc(Br)c1
31	CC(=O)Nc1ccc(-c2csc(NCc3ccco3)n2)cc1
32	CCCCOCCCNC(=O)C[C@@H]1C[C@@]2(C(=O)OC)CCCCC=C2N(CCc2ccc(OC)c(OC)c2)C1=O

assay / entry	25	26	27	28	29	30	31	32
Rpn11 inh	i	i	i	i	i	i	i	/
Scp-1 inhibitor	-7.2	3.3	-0.2	-5.1	4.0	-6.2	-7.9	/
DNMT1 inh	-4.0	0.9	-1.5	3.9	2.1	-0.3	-14.2	/
STEP inh	0.6	-0.5	-2.0	-2.4	-2.4	-4.0	-3.7	/
CSN deneddyl inh	-1.7	0.8	0.4	-0.6	0.9	4.0	-1.1	-2.9
LMPTP block	-1.5	-0.6	-0.1	-1.2	-0.6	-1.4	0.8	-0.5
Tb MetRS inh	0.0	-0.2	-0.4	-0.2	-0.3	-0.3	-0.2	-1.1
PABP1 MLLE inh	1.9	3.1	13.1	-0.8	4.3	10.0	-8.3	/
SUMO1-SIM PPI	0.7	1.4	-2.6	-12.1	11.8	-11.6	-4.5	0.8
NadD block	-1.8	5.9	0.6	-10.7	-8.4	1.3	0.8	/

33	O=C(Nc1ccc2c(c1)OCO2)c1ccc2sc([C@@H]3O[C@H](CO)[C@H](O)[C@H](O)[C@H]3O)nc2c1
34	COCCN1C[C@@H](CO)O[C@@H](n2cnc3c(NCCO)ncnc32)C1
35	O=C(OCc1nnc(-c2ccccc2)o1)C1=COCCO1
36	COc1cc(OC)c2c(-c3cccc(-c4ccc(F)c(Cl)c4)c3)cc(=O)oc2c1
37	O=C(N1CCOCC1)N1CCN(S(=O)(=O)c2ccccc2)C1
38	Cc1cccc(C(=O)Nc2ccc(O)cc2C(=O)O)c1
39	Cc1nc2cc(OCc3cc(C(=O)NC(C)c4cnn(C)c4)no3)ccc2s1 (stereo not given)
40	CN1C[C@@H]2C(c3ccc(Cl)nc3)C3(c4ccccc4)CC2(C3)[C@H]1c1ccccc1 (stereo not given in full)

assay / entry	33	34	35	36	37	38	39	40
Rpn11 inh	i	i	i	i	i	i	i	i
Scp-1 inhibitor	/	/	3.2	-4.0	2.7	-1.9	-2.4	-1.3
DNMT1 inh	1.4	2.2	0.5	-2.1	2.7	-1.4	2.1	3.8
STEP inh	0.3	1.0	-2.5	2.1	-1.4	-2.7	0.9	0.8
CSN deneddyl inh	-9.5	0.5	-2.2	0.2	1.0	-1.5	-2.3	4.4
LMPTP block	-1.1	-1.9	-0.2	2.5	-0.7	-0.3	1.5	0.4
Tb MetRS inh	-0.4	-0.1	-0.7	-0.5	-1.5	-0.1	0.2	-0.3
PABP1 MLLE inh	1.1	-17.5	-2.8	16.7	5.4	-1.7	-1.5	3.0
SUMO1-SIM PPI	5.1	-4.0	-1.1	-1.2	2.6	9.4	-2.0	0.3
NadD block	1.1	-1.4	-4.8	-1.2	4.2	0.4	4.3	-2.0

41	O=C(NCc1cccc(Cl)c1)c1cnccn1
42	CCn1ccnc1CN(C)Cc1cn[nH]c1-c1ccc(F)cc1F
43	CC(=O)N1N=C(c2cccc([N+](=O)[O-])c2)OC1c1ccccc1Cl (stereo not given)
44	O=C(CS(=O)(=O)c1ccc(F)cc1)NCCS(=O)(=O)c1ccccc1
45	COc1ccc(Nc2nc3ccc(C)cc3n3cnnc23)cc1Cl
46	COc1ccc2[nH]c3c(c2c1)CCN1C(=O)C(CC(=O)NC(C)(C)C)C[C@H](C(=O)N2CCCCC2)[C@@]31CCc1ccccc1 (stereo not given in full)

assay / entry	41	42	43	44	45	46
Rpn11 inh	i	i	i	i	i	i
Scp-1 inhibitor	-0.3	1.4	-14.7	-4.2	/	6.5
DNMT1 inh	-5.4	2.9	-3.5	2.4	1.8	-11.7
STEP inh	-4.0	-1.9	-2.8	-1.0	0.9	-0.6
CSN deneddyl inh	-10.7	-9.2	3.1	1.6	-3.5	3.2
LMPTP block	-2.3	-0.1	0.9	1.5	4.0	1.3
Tb MetRS inh	0.5	-1.8	-1.2	0.6	-0.2	-0.2
PABP1 MLLE inh	3.5	-0.4	0.4	-3.7	-13.0	-1.6
SUMO1-SIM PPI	1.3	2.2	-20.1	3.7	-3.7	7.0
NadD block	-7.3	-1.1	5.9	1.2	-12.7	7.2
